MEKK2 WT-MEK5: raises or lowers MEK5 binding to wildtype human MEKK2 PB1 domain; Q9Y2U5; binding response (% of control), % at 10 µM; bead flow cytometry, Alexa488-MEK5 binding to MEKK2 WT; actives lie on both sides; actives 1.1% (n = 290,000); AID 1531; in the data active means binding response below about 67% or above about 130%
PHOSPHO1 inh: blocks human PHOSPHO1 phosphatase activity. Q8TCT1. recombinant PHOSPHO1, absorbance phosphatase assay. inhibition, % at 13.3 µM. actives 1.1% (n = 290,000); in the data active means inhibition above about 60%
Target sequence (Q8TCT1 whole entry, looked up): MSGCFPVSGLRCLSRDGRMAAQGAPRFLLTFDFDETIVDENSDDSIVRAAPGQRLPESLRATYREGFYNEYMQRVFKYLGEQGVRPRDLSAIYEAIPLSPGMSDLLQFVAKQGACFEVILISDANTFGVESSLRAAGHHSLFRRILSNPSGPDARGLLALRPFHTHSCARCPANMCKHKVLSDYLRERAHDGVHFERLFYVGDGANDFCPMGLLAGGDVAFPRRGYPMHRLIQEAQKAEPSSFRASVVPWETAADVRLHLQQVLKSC
V1aR counter: counter-screen for oxytocin receptor agonists: human V1a receptor agonists. activation, % at 3 µM. P37288. AID 2797. actives 0.25% (n = 320,000). CHO-V1R cells, Fluo-8 calcium fluorescence, agonist mode; 0% DMSO, 100% 3 nM vasopressin;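 active means activation above the mean activation of all tested compounds plus 3 SD, per screening run, cut at about 20% in these data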;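 further: signal is peak over basal fluorescence ratio across a 100 second FLIPR read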
MEKK3 PB1 HTS: MEKK3-MEK5 PB1 interaction, increase or decrease; bead-based flow cytometry, Alexa488-MEK5 binding to MEKK3; actives lie on both sides; 0 = blocked by unlabeled MEK5, 100 = vehicle; binding response (% of control), % at 10 µM; AID 1529; Q99759; actives 1.4% (n = 290,000);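 active means binding response more than 3 SD above or below the average of its plate-row segment, actives on both sides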;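 further: Alexa488 bead fluorescence after subtracting the streptavidin-only scavenger bead signal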
OXTR ag: human OXTR agonism; P30559; CHO-OTR cells, Fluo-8 calcium fluorescence; normalized: DMSO 0%, oxytocin 100%; activation, % at 3 µM; actives 0.32% (n = 320,000);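 active means activation above the mean of all tested compounds plus 3 SD, cutoff set per screening run, cut at about 20% in these data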;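 further: peak over basal fluorescence ratio from a 100 s FLIPR kinetic read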
MEKK2 mut-MEK5: signal of MEK5 binding to mutant human MEKK2 PB1 domain. bead flow cytometry, Alexa488-MEK5 binding to MEKK2 mutant. actives 0.35% (n = 290,000). percent response, % at 10 µM; in the data active means percent response above about 24%, passing the limit was not always enough; further: inactives centre near 1; some results filed as inactive read as strong as hits; reference of the scale not given here
GPR7 antagonist: antagonists of human GPR7 (neuropeptides B/W receptor 1). P48145. inhibition, % at 4.4 µM. actives 1.1% (n = 290,000). GPR7-expressing cells, fluorescence antagonist assay; in the data active means inhibition above about 16%, passing the limit was not always enough;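 further: cells stimulated with the agonist NPW; 0% = agonist with vehicle and 100% = vehicle without agonist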
Target sequence (P48145 whole entry, looked up): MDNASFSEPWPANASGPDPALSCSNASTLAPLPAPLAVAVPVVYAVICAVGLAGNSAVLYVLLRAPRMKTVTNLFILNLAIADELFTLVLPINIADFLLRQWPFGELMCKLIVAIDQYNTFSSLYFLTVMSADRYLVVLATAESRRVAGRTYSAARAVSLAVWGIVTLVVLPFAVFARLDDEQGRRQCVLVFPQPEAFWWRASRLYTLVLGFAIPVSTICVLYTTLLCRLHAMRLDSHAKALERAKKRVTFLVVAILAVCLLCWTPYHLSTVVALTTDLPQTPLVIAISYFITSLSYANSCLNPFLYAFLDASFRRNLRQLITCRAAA
NALP1 yeast inh: blocks the NALP1 inflammasome reconstituted in yeast | S. cerevisiae NALP1/ASC/caspase-1 growth, X-gal OD620, 72 h | inhibition, % at 10 µM | actives 0.61% (n = 280,000); in the data active means inhibition mostly above about 24%, no sharp cut-off; inactive means mostly below about 32%; further: some compounds called inactive have numbers as strong as hits
GalR3 antag: human GalR3 antagonism; O60755; HEK293 GalR3-CNG cAMP membrane potential fluorescence; galR3 body fused to GalR1 C-terminus; inhibition, % at 3 µM; actives 0.44% (n = 360,000); AID 651719;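 active means inhibition above the screen-wide average plus 3 SD, cut at about 13% in these data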;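 further: forskolin and galanin both at EC90 stimulate the cells; cAMP rise reported by CNG channel membrane potential dye signal; 0% = forskolin plus galanin with DMSO and 100% = forskolin alone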
Target sequence (O60755 1-299 limits assumed): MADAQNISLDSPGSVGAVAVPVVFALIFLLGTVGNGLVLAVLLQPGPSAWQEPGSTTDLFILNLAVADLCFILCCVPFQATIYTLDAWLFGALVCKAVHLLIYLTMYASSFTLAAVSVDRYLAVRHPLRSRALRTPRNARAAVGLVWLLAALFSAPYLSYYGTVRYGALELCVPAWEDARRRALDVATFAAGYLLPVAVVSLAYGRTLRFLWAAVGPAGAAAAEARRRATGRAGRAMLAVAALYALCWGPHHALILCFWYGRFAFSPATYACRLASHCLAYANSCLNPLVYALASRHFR
An asterisk follows results filed as active; nt = not tested or not shown.

entry	mol	MEKK2 WT-MEK5	PHOSPHO1 inh	V1aR counter	MEKK3 PB1 HTS	OXTR ag	MEKK2 mut-MEK5	GPR7 antagonist	NALP1 yeast inh	GalR3 antag
1	COc1ccc(C(=O)N2CCCC(CNC(=O)c3ccc(F)cc3)C2)cc1OC (configuration not stated)	95	58	0.0	101	0.3	-1	-15	24	-5
2	Cc1cc(C(=O)N2CCN(c3ccc(F)cc3)CC2)on1	107	25	1.3	102	0.0	4	-5	5	nt
3	COC(=O)c1c(O)cc(C(C)(C)C)n(-c2ccc(F)cc2)c1=O	94	-10	-0.3	93	-0.7	-4	-1	27	1
4	Cc1ccc(S(=O)(=O)NNC(=O)Cc2cccn2C)cc1	98	9	0.2	104	-0.6	1	-6	0	-9
5	C/C(=C(\C#N)C(=O)NCCN1CCOCC1)N(C)C	96	-4	0.3	95	0.3	0	-1	-7	1
6	CC1Cc2c([nH]c3ccccc23)C2c3ccccc3CN12 (configuration not stated)	98	18	-0.5	98	-0.7	5	-4	20	-12
7	Cc1nn(CC(=O)Nc2ccc(C(C)C)cc2)c(C)c1[N+](=O)[O-]	96	44	0.8	100	1.0	-2	-9	12	-4
8	CCOC(=O)C1CCCN(Cc2ccccc2C)C1 (configuration not stated)	103	-40	-0.1	99	-0.6	-1	1	1	-5
9	Cc1ccccc1/C=C1\SC(=S)N(/N=C/c2cc([N+](=O)[O-])ccc2O)C1=O	82	-1	3.5	94	2.5	-12	-5	-6	-7
10	COC(=O)c1ccc(C(=O)OC)c(NC(=O)CSc2nnc(-c3ccccc3Cl)o2)c1	99	nt	-0.3	100	0.1	0	-7	nt	0
11	C/C(=N\NC(=O)c1nnn(-c2nonc2N)c1CSc1ccccc1)c1ccco1	94	24	0.5	97	0.4	-1	-10	14	-9
12	COC(=O)CC1COc2ccccc2N1C(=O)/C=C/c1ccccc1 (configuration not stated)	102	nt	-0.5	102	-1.8	3	-14	-5	-9

Some of these compounds in order of heavy-atom count, ascending:
entry	mol	MEKK2 WT-MEK5	PHOSPHO1 inh	V1aR counter	MEKK3 PB1 HTS	OXTR ag	MEKK2 mut-MEK5	GPR7 antagonist	NALP1 yeast inh	GalR3 antag
5	C/C(=C(\C#N)C(=O)NCCN1CCOCC1)N(C)C	96	-4	0.3	95	0.3	0	-1	-7	1
6	CC1Cc2c([nH]c3ccccc23)C2c3ccccc3CN12 (configuration not stated)	98	18	-0.5	98	-0.7	5	-4	20	-12
7	Cc1nn(CC(=O)Nc2ccc(C(C)C)cc2)c(C)c1[N+](=O)[O-]	96	44	0.8	100	1.0	-2	-9	12	-4
12	COC(=O)CC1COc2ccccc2N1C(=O)/C=C/c1ccccc1 (configuration not stated)	102	nt	-0.5	102	-1.8	3	-14	-5	-9
9	Cc1ccccc1/C=C1\SC(=S)N(/N=C/c2cc([N+](=O)[O-])ccc2O)C1=O	82	-1	3.5	94	2.5	-12	-5	-6	-7
1	COc1ccc(C(=O)N2CCCC(CNC(=O)c3ccc(F)cc3)C2)cc1OC (configuration not stated)	95	58	0.0	101	0.3	-1	-15	24	-5
11	C/C(=N\NC(=O)c1nnn(-c2nonc2N)c1CSc1ccccc1)c1ccco1	94	24	0.5	97	0.4	-1	-10	14	-9
10	COC(=O)c1ccc(C(=O)OC)c(NC(=O)CSc2nnc(-c3ccccc3Cl)o2)c1	99	nt	-0.3	100	0.1	0	-7	nt	0

Going on with the list.
entry	mol	MEKK2 WT-MEK5	PHOSPHO1 inh	V1aR counter	MEKK3 PB1 HTS	OXTR ag	MEKK2 mut-MEK5	GPR7 antagonist	NALP1 yeast inh	GalR3 antag
13	NC(=O)c1nsc(C(=O)N(CC(=O)NCc2ccc(F)cc2)Cc2ccco2)c1N	99	16	1.5	99	-0.4	4	-2	-6	0
14	CS(=O)(=O)N1CCN(c2nc3ccc(Cl)cc3s2)CC1	104	37	-0.5	107	0.7	8	-15	nt	2
15	CCOC(=O)c1c(-n2cccc2)sc2c1CCCC2=O	104	16	-0.9	104	-2.9	-2	-12	34	-4
16	CC1=NN(c2cccc([N+](=O)[O-])c2)C(=O)C1	105	33	1.3	109	0.0	-5	-9	-1	-6
17	COc1ccc(-c2nc(N)ncc2-c2csc(C)n2)c(O)c1	87	1	1.2	85	1.5	-6	-8	16	-4
18	N#C/C(=C/c1ccc2c(c1)OCO2)C(=O)Nc1ccc(O)cc1	103	6	1.3	102	1.0	2	-1	3	-3
19	CCOc1cc(CNC(CC)CO)ccc1OCC(=O)Nc1cccc(C(F)(F)F)c1 (configuration not stated)	100	17	4.8	98	8.5	2	4	-18	-8
20	COC(=O)c1ccc(CSc2nnc(-c3ccccc3)n2C)o1	90	-18	0.4	85	-1.0	-3	-10	10	-7
21	CC(C)COC(=S)Nc1ccccc1	98	18	-1.3	98	0.1	3	-8	16	-4
22	Cc1cc(C(=O)CSc2nnc(-c3ccc(F)cc3)o2)c(C)n1CC1CCCO1 (configuration not stated)	107	100*	7.2	107	5.1	8	1	2	-5
23	CC(C)NC(=O)COC(=O)CNC(=O)c1cc(Cl)cc([N+](=O)[O-])c1	118	-9	0.4	105	0.2	12	-5	5	-5
24	O=C(NNS(=O)(=O)c1ccccc1)c1ccc([N+](=O)[O-])cc1	105	-11	3.8	103	1.1	3	6	-6	-8
25	CCOC(=O)Nc1ccc(S(=O)(=O)Nc2nc(C)cc(C)n2)cc1	98	17	1.7	98	-0.4	4	2	3	-5
26	O=C(CN1C(=O)NC2(CCCC2)C1=O)Nc1ccccc1-c1ccccc1	100	48	-1.0	100	-0.2	0	-4	nt	8
27	C/C=C/C=C\C(=O)Nc1cccc(C2=NOC3(C2)C[C@@H](C(N)=O)N(C(=O)/C(C)=C/C)C3)c1 (some centres not stated)	101	22	-0.6	96	-1.4	3	nt	nt	-1
28	O=C(NCC1CCCCC1)C1CCN(C(=O)NC2CCCCC2)CC1	88	7	-0.6	97	0.4	-2	-19	-6	-1
29	COc1ccc(C2CC(C)=NN2C=O)cc1OC (configuration not stated)	94	19	-0.3	100	1.0	-7	-8	7	-3
30	O=C(Cn1c(=O)oc2ccccc21)NCCc1ccccc1	107	38	-0.1	106	-0.7	7	12	-16	-9
31	CCOC(=O)C1CCCN(C(=O)c2sc3nc(C)nc(N4CCOCC4)c3c2C)C1 (configuration not stated)	93	21	0.9	88	-0.4	-11	-3	13	-1
32	CCCCC(=O)Nc1cc(-c2nc3ncccc3o2)ccc1C	102	1	0.7	99	1.1	2	-6	-6	-4
33	Cc1cc(Oc2ccccc2)nc(SCC(=O)Nc2ccc(Cl)cc2Cl)n1	97	9	-0.3	106	-1.7	1	3	24	0
34	NCCCC[C@H]1CNC(=S)N1CCCCC1CCCCC1	129	22	0.1	109	-0.4	22	4	4	-4
35	Cc1ccc(NC(=O)COc2ccccc2CNC(C)(C)CC(C)(C)C)cc1	141*	8	15	105	19	16	25*	23	-2
36	COc1ccc(CCN2CC(C(=O)NCc3cnn(C(C)C)c3)CCC2=O)cc1 (configuration not stated)	102	-2	0.8	100	-0.3	-2	-1	21	-1
37	Cc1cc(NC(=O)CCC(=O)N(C2CC2)C(C(=O)NC(C)(C)C)c2ccccc2Cl)no1 (configuration not stated)	96	23	-0.6	102	-0.6	5	0	9	-8
38	O=C(/C=C\c1ccccc1)NCC(=O)N/N=C/c1ccc(O)cc1O	98	-4	1.0	101	1.1	-3	-3	-4	nt
39	CN(CCc1ccccc1)C1CCCN(S(=O)(=O)c2cccc(F)c2)C1 (configuration not stated)	113	nt	0.0	108	-0.7	9	-10	24	-6
40	CCOCCCNc1c2c(nc3cc(-c4ccc(F)cc4)nn13)CCC2	104	-8	-0.9	98	-1.1	-2	-7	6	-1
41	Cc1ccccc1CS(=O)(=O)CCC(=O)O	96	-19	1.4	98	0.6	-2	-8	6	-2
42	CCOC(=O)Cc1c[nH]c2ccccc12	103	9	0.8	102	2.9	3	-1	9	-6
43	O=C(CCCOc1ccc(Cl)cc1Cl)N1CCCc2ccccc21	99	-7	0.6	105	-1.4	6	8	-10	-3
44	O=C1c2ccccc2C(=O)c2[nH]cnc21	103	-17	nt	106	nt	9	-13	14	-11
45	Cc1ccc(-n2nnnc2-c2cnc3ccc(Cl)cc3c2-c2ccccc2)cc1	112	36	-0.7	120	-1.0	6	-2	4	2
46	CCC(C(=O)NCc1ccc(F)cc1)n1nc(C)n2c(cc3occc32)c1=O (configuration not stated)	102	40	-1.0	98	-2.2	2	-10	6	4
47	Cc1cccc(C(C)(C)C)c1OCCN1CCCC1	109	3	1.1	111	-2.0	5	3	24	-1
48	c1ccc(C2=Nn3c(nnc3-c3cccs3)SC2)cc1	92	32	-0.4	90	-1.9	-25	-6	nt	-5
49	CC(C)(C)c1ccc(OCC(=O)NNC(=O)c2cccnc2)cc1	96	31	1.6	93	0.7	-9	-3	21	-2
50	CC(=O)c1cc(C#N)c(N2CCOCC2)nc1C	107	-40	1.5	104	1.3	1	-9	0	0
51	CCNc1nc2c(c(=O)[nH]c(=O)n2C)n1CCCc1ccccc1	106	8	0.3	101	0.6	4	-11	10	-8
52	CN1C(=O)c2ccc(NC(=O)C3CC3)cc2C1=O	101	17	0.6	104	-0.7	4	-22	14	-1
53	COc1ccc(C(=O)Nc2nnc(-c3ccccc3)s2)cc1	107	19	nt	104	nt	2	-9	12	-9
54	COC(=O)c1nnn(CC(=O)NC(=O)Nc2ccccc2)c1C(=O)OC	99	10	0.3	102	-0.1	-1	-7	26	-10
55	CCc1cc(=O)oc2cc(OCc3nn[nH]n3)ccc12	107	7	0.9	99	0.0	8	-7	14	nt
